# Tau fibril ThT: inhibitors of human tau fibril formation, thioflavin T binding | P10636 | recombinant tau K18 P301L (four-repeat tau fragment), heparin-induced fibrillization, ThT fluorescence | Potency, µM (highest dose often 57.4 µM), inactives show top-dose activity, negative = inhibition, actives largely listed as inhibitors | actives 2.1% (n = 270,000) | AID 1460; further: nearly all actives have a fitted effect of over 55% in size
# Target sequence (P10636 561-689 P618L limits assumed): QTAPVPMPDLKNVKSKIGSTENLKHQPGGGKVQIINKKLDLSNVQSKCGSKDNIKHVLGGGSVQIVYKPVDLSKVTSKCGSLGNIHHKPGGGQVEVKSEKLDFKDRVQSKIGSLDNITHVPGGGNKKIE
#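 In this qHTS, human K18 P301L tau is incubated with compound and heparin for 6 hr at 37 C, and Thioflavin T fluorescence then reports fibril load.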
# L3MBTL1 block: inhibitors of human L3MBTL1; Q9Y468; AlphaScreen L3MBTL1–H3K9me1 peptide binding; Potency, µM (doses to about 57.1 µM), for the others: at the top dose activity, negative = inhibition, actives largely listed as inhibitors; actives 0.66% (n = 230,000); AID 485360; further: nearly all actives have a fitted effect of over 60% in size
#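 AlphaScreen assay: L3MBTL1 (50 nM final) was preincubated 30 min at room temperature with biotinylated H3(1-15)K9me1 peptide (75 nM final), then 30 min with library compounds; streptavidin donor and nickel chelate acceptor beads (10 ug/mL final) added, 30 min dark.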
# TRb-SRC2 inh: inhibitors of human thyroid hormone receptor beta-SRC2 interaction | P10828 | TRbeta-SRC2 peptide binding, fluorescence polarization; receptor liganded with 1 µM T3 | Potency, µM (titrated, usually from 106 µM), for the others: at the top dose activity change, negative = inhibition, hits mostly inhibitors | actives 0.065% (n = 280,000) | AID 1469;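 further: plate controls were bound peptide for no effect and peptide without receptor for full effect; nearly all actives have a fitted effect of over 50% in size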
# Target sequence (P10828 whole entry, looked up): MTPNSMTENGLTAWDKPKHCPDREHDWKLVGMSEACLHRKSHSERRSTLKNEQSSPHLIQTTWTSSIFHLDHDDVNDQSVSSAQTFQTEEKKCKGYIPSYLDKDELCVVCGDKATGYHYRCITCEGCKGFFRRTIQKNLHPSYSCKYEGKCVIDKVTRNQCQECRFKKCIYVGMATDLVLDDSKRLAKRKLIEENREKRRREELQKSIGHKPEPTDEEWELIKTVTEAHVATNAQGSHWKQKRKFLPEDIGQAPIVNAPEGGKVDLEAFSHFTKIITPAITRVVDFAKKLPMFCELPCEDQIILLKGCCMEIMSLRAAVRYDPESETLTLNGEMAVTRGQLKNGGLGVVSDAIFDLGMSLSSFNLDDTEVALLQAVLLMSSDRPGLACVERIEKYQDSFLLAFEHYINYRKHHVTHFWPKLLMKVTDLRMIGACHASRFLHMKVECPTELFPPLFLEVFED
#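 A fluorescence polarization screen tested compounds at multiple concentrations against complex formation between 0.6 uM TRb ligand-binding domain and 20 nM Texas Red SRC2 peptide, with 1 uM T3 present; readout after 5 hr.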
# GoLoco inh red: inhibitors of human Gai1-RGS12 GoLoco interaction (red fluorophore); P63096; Gai1:RGS12 GoLoco peptide FP, rhodamine, 10 min; Potency, µM (series often up to 61.6 µM), for the others: top-dose activity, negative = inhibition, usual class: inhibitors; actives 0.44% (n = 230,000); active means well fitted inhibition curve with a large enough effect, not every such curve was filed as active; inactive means no such curve, though single readings can be large or run the other way; further: nearly all actives have a fitted effect of over 30% in size; many of its hits are not listed in these tables
# Target sequence (P63096 whole entry, looked up): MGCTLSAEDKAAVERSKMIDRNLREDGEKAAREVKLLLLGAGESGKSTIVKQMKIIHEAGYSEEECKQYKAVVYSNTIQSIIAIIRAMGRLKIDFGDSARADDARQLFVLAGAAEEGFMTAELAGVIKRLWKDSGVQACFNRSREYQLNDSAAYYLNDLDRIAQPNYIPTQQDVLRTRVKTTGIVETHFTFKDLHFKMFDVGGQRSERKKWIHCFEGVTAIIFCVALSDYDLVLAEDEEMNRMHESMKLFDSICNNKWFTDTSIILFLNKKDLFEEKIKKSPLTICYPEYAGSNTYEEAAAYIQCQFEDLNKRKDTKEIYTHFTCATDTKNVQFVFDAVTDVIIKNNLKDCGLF
# Tau FP inhib: tau fibrillization inhibition (FP). P10636. K18 P301L tau heparin fibrillization, Alexa594 FP, 6 h. actives 0.39% (n = 280,000). AID 1468. Potency, µM (titrated, usually from 57.7 µM), without a hit: at the highest dose activity, negative = inhibition, actives largely listed as inhibitors; further: nearly all actives have a fitted effect of over 55% in size
#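 K18 P301L tau (15 uM unlabeled/0.24 uM Alexa 594-labeled, final) + compound + heparin 20 uM final; 100 mM NaOAc pH 7; 6 hr 37 C; ThT 30 uM final added, 1 hr RT; FP ex 555/em 632 nm.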
# RECQ1 inh: blocks DNA unwinding by human RECQ1; P46063; RECQ1 DNA unwinding, red fluorescence kinetic read; Potency, µM (doses to about 57.3 µM), for the others: at the top dose activity, negative = inhibition, actives largely listed as inhibitors; actives 0.54% (n = 240,000); AID 2549;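 further: plate controls were vehicle for no effect and no enzyme for full effect; nearly all actives have a fitted effect of over 30% in size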
#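 50 nM RECQ1T1 preincubated 15 min with compound in Tris pH 8.0 buffer with MgCl2, DTT, Tween-20 and 2.5 ug/ml poly(dI-dC); started with 200 nM TAMRA/BHQ-2 forked duplex and 2 mM ATP. Unwinding read as fluorescence (525/598 nm), two reads 2 h apart.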
# TexasRed fluor: alters Texas Red total fluorescence, flagging assay interference; AID 1479; actives 0.29% (n = 280,000); TRb/SRC2 Texas Red total fluorescence interference; Potency, µM (highest dose often 106 µM), inactives show at the top dose fluorescence change, negative = quenching; active means well fitted curve in either direction with a large enough effect; inconclusive means small, poorly fitted or top-dose-only effect
#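 Flags fluorescent or light-absorbing compounds by total fluorescence, S + 2P, at 555 nm excitation and 632 nm emission. Mixture: 20 nM Texas Red SRC2 peptide, 0.6 uM human TRb LBD, 1 uM T3, 5% DMSO; compound exposure 5 h at ambient temperature.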
# JMJD2E inh: inhibitors of human JMJD2E histone demethylase; JMJD2E catalytic domain, FDH-coupled NADH fluorescence (FDH is formaldehyde dehydrogenase); Potency, µM (top dose mostly 57.1 µM), inactives show at the highest dose activity change, negative = inhibition, most hits filed as inhibitors; actives 1.6% (n = 230,000); AID 2147; active means well fitted inhibition curve with a large enough effect, not every such curve was filed as active; inconclusive means small, poorly fitted or top-dose-only effect, or another doubt; inactive means no such curve, though single readings can be large or run the other way;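 further: 0% = wells with enzyme and -100% = buffer wells without enzyme; nearly all actives have a fitted effect of over 50% in size; many of its hits are not listed in these tables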
# * marks the source's active call; other numbers are inactive results; i = inactive; ? = inconclusive; . = not tested or not shown; & = joins results of further samples; [ ] = another dose, or the depositor's remark. Unless noted, the call rests on the fitted dose curve; in most records, active means well fitted curve in the direction sought with a large enough effect; inconclusive means small, poorly fitted or top-dose-only effect, or another doubt; inactive means no such curve, though single readings can be large; an effect the other way counts as inactive or inconclusive. Unless noted, on the % scale 0 is the no-effect control and ±100 the full control effect; potency means the concentration at half of the fitted maximal effect. Not all compounds are listed. The share of hits here may be higher or lower than overall.
Compound,Tau fibril ThT,L3MBTL1 block,TRb-SRC2 inh,GoLoco inh red,Tau FP inhib,RECQ1 inh,TexasRed fluor,JMJD2E inh
O=C(NNC(=O)C(c1ccccc1)c1ccccc1)c1cccs1,-7%,4%,1%,1%,7%,3%,1%,-1%
COC(=O)[C@H](Cc1ccccc1)NC(=O)[C@@H]1C[C@H]1[C@@H](NC(=O)OCc1ccccc1)c1ccccc1,6%,7%,-4%,6%,4%,-7%,-1%,10%
CCN(CC)CCCN1C=C2C(=O)C(C)(OC(=O)CCC(=O)OC)C(=O)C=C2C=C1C1CC1 (stereo not given),-10%[11.5 µM],.,9%[11.2 µM],0%[14.2 µM],-11%[11.6 µM],-7%[11.5 µM],-3%[11.2 µM],?
O=C(CNc1ccccc1)NNC1=NCCC1,-5%,2%,-6%,5%,-3%,6%,-1%,-2%
COCCOC(=O)C1=C(C)N(Cc2ccccc2)C(=O)NC1c1cccc(OC)c1OC (stereo not given),-4%,-2%,-6%,-1%,?,-3%,-6%,-4%
CC(NC(=O)C12CC3CC(C1)CC(n1cncn1)(C3)C2)C12CC3CC(CC(C3)C1)C2 (stereo not given),-2%,1%,-3%,-10%,2%,i,-7%,9%
COC(=O)c1cc(OC)c(OC)cc1NC(=O)c1c(-c2ccccc2)noc1C,-9%,.,-19%,-14%,1%,-8%,-1%,?
O=C(/C=C/c1ccc(OCCCF)cc1)Nc1ccnc(-c2ccncc2)n1,-18%,-9%,-2%,7%,-5%,-3%,-4%,?
COc1cccc(O[C@@H]2O[C@@H]3COC(C)(C)O[C@H]3[C@H](O)[C@H]2NC(C)=O)c1,-5%,0%,-19%,11%,4%,-2%,2%,-11%
COc1ccc(CN=C2NC(=O)CC(C(=O)Nc3ccccc3C)S2)cc1 (stereo not given),0%,1%,5%,.,0%,0%,-1%,6%
CC(C)(C)OC(=O)N1CCC[C@H]1C(=O)NCc1ccc(Cl)cc1Cl,-4%,22%,-2%,4%,5%,-3%,0%,1%
COc1ccc(N2CC(C(=O)OCC(=O)c3ccc(C)cc3)CC2=O)cc1 (stereo not given),?,3%,4%,-3%,4%,3%,-3%,-2%
O=[N+]([O-])c1ccc(/C=C/c2nc3ccc([N+](=O)[O-])cc3[nH]2)cc1,5%,0%,3%,3%,-3%,0%,0%,2%
Cc1cc(C)cc(NC(=O)N2CCC(N3CCCCC3)CC2)c1,-1%,.,-2%,.,-8%,.,-3%,.
COc1cc(/C=C/C(=O)Nc2ccccc2C(F)(F)F)cc(OC)c1OC,-9%,1%,-1%,-7%,-5%,-2%,2%,?
COc1cccc(-c2nnc(NC(C)=O)o2)c1,5%,.,2%,-10%,4%,-6%,-4%,?
CCOc1ccc(-n2c(-c3ccc(C)cc3)nc3c(cnn3-c3ccccc3)c2=O)cc1,-13%,.,1%,.,-11%,.,0%,.
CC1CC(C)CN(C(=O)/C(=C\c2ccccc2)c2ccccc2)C1 (stereo not given),-8%,7%,0%,-1%,5%,-10%,2%,-2%
C=CCNC(=O)C1CCN(C(=O)c2ccc(-c3ccccc3)cc2)CC1,0%,9%,5%[53 µM],16%,-3%,12%,0%[53 µM],9%
CCOC(=O)/C(=C\C=C1/Sc2ccccc2N1CC)C(C)=O,?,-13%,-2%,14%,5%,-3%,-3%,-2%
Cn1c(=O)c2c(nc(N/N=C/c3cccs3)n2C)n(C)c1=O,?,-2%,1%,4%,0%,19%,1%,1%
O=C(Nc1cccc(C(F)(F)F)c1)C1CCCCC1,-4%,.,-15%,4%,-9%,i,1%,0%
Cc1cc(NC(=O)Nc2cccc(C(F)(F)F)c2)no1,-5%,.,-8%,-2%,-9%,-1%,1%,-1%
COC(=O)C1=C(C)NC(C)=C(C(=O)OC)C1C(=O)OCCN1C(=O)c2ccccc2C1=O,0%,1%,-8%,3%,1%,-7%,1%,-1%
Cn1nnnc1SCC(=O)Nc1ccccc1[N+](=O)[O-],-1%,-2%,-6%,6%,0%,-12%,-2%,-7%
CC1=C(C(=O)OC2CCCC2)C(c2ccc(C)o2)C2=C(CC(c3cccs3)CC2=O)N1 (stereo not given),?,.,-4%,-2%,1%,-25%,9%,?
O=c1[nH]c(CO)nc2c1oc1ccccc12,1%,.,0%,-11%,2%,-8%,1%,-1%
Cc1ccc(CN2CCSc3ccc(C(=O)Nc4ccc(Cl)cc4)cc32)cc1,?,.,-5%,.,10%,.,-3%,.
CCNC(=O)NC(=O)C(C)Oc1ccc(C(=O)OC)cc1 (stereo not given),-3%,4%,7%,-9%,-1%,-2%,1%,5%
CS(=O)(=O)NN1C(=O)c2ccccc2NC1c1cccc2cccnc12 (stereo not given),-1%,10%,1%,-11%,2%,0%,-1%,-10%
O=C(C=C1SCCS1)/C=C/c1ccco1,?,?,5%,6%,5%,-5%,2%,-5%
O=C(Nc1ccc(-c2nc3ccccc3s2)c(O)c1)c1ccc(Br)cc1,?,.,-2%,.,-14%,.,4%,.
Cn1cc(S(=O)(=O)c2cccc(Cl)c2)c(=O)c2cc(F)c(N3CCN(c4ccc(F)cc4)CC3)cc21,-8%,.,2%,.,8%,.,?,.
COc1ccc(C)cc1NC(=O)C(Sc1nnnn1C)c1ccccc1 (stereo not given),10%,1%,0%,1%,0%,i,0%,2%
O=S(=O)(Nc1ccccc1N1CCCCC1)c1ccc(F)cc1F,-2%,4%,-1%,3%,-5%,-8%,0%,-1%
COc1cccc(CNC(=O)CCNS(=O)(=O)c2cccc3nsnc23)c1,-14%&-11%,.,4%&0%,2%,-10%&-4%,0%,0%&-3%,-1%
CCOC(=O)C1(CCc2ccccc2)CCN(C(=O)C(C)n2cncn2)CC1 (stereo not given),1%,5%,5%[53 µM],-7%,3%,10%,0%[53 µM],-2%
CC(C)Cn1c(-c2ccco2)nc2c(c(=O)c3ccccc3n2C)c1=O,-15%,-11%,0%,26%,-6%,-4%,1%,1%
Cn1c(=NC(=O)COc2ccccc2)sc2ccccc21,?,2%,12%,-2%,0%,-7%,-1%,-10%
Cn1c(CS(=O)Cc2c(Cl)cccc2Cl)nnc1SCc1c(Cl)cccc1Cl (stereo not given),-11%,3%,-6%,6%,-3%,3%,-7%,-2%
C/C=C/c1ccc(OCCCn2cncn2)c(OC)c1,-9%,-11%[11.4 µM],-16%,-5%,-15%,-7%,0%,?
CCOC(=O)CN(C(=O)CSc1nnc(-c2ccc(OC)c(OC)c2)o1)c1ccc(F)cc1,-10%,.,-1%,13%,9%,i,1%,3%
CCOc1cc(C(=O)N/N=C/C2CC=CCC2)cc(OCC)c1OCC (stereo not given),-10%,6%,-6%,-1%,5%,i,-1%,-5%
CCC(C)[C@H](NC(=O)Nc1ccccc1F)C(=O)OC (stereo not given in full),-2%,11%,4%,2%,-7%,-10%,-2%,5%
CCC(C)NCCOCCOc1ccc(Br)cc1 (stereo not given),-3%,.,0%,-2%,3%,-2%,-2%,?
CC1CN(C(=O)c2c([N+](=O)[O-])cnn2C)CC(C)O1 (stereo not given),-1%,.,-7%,2%,-2%,-4%,-2%,-1%
COc1ccc(CN(C(=O)c2ccco2)c2ccc(C)cc2)cc1OC,-1%,-10%,-14%,-7%,3%,-18%,3%,-6%
CCN(CC)S(=O)(=O)c1ccc2c(c1)c(=O)c(C(=O)N1CCOCC1)cn2C,4%,18%[11.4 µM],-11%,3%,4%,-2%,-3%,1%
O=C(CN1C(=O)NC2(CCCC2)C1=O)N1CCN(S(=O)(=O)c2ccccc2)CC1,-8%,1%,-1%,9%,-6%,-4%,2%,10%
Cc1cc(C)cc(N(CC(=O)N2CCOCC2)S(=O)(=O)c2ccccc2)c1,-12%,-4%,-11%,3%,-5%,-1%,-9%,0%
Cc1cc(=O)n(CC(=O)Nc2ccc([N+](=O)[O-])cc2)c(-n2nc(C)cc2C)n1,?,.,-10%,.,-13%,.,0%,.
CC1=N/C(=C/c2ccc([N+](=O)[O-])cc2)C(=O)N1c1ccc(Cl)cc1Cl,6%,.,-1%,12%,-6%,4%,-4%,0%
CCOC(=O)C1CCN(C(=O)COc2ccc(Br)cc2Br)CC1,-6%,9%,12%,6%,4%,14%,0%,0%
COc1ccc(-c2cc(C(=O)NCc3cn(C)nc3C)c3ccccc3n2)cc1OC,-11%,17%,-7%,5%,-2%,i,0%,?
Cc1ccc(C(=O)CSc2nc3cc(C(=O)NC4CCCC4)ccc3c(=O)n2CC2CCCO2)cc1 (stereo not given),4%,.,0%,.,-8%,.,1%,.
O=C(Nc1nnc(/C=C/c2ccccc2)s1)c1ccco1,-17%,5%,13%,6%,-2%,12%,-4%,?
CCC12CN3CC(CC)(CN(C1)C3c1ccccc1Cl)C2O (stereo not given),-4%,1%,-5%,5%,-2%,i,-2%,-6%
O=C(N[C@H]1CC1c1ccccc1)c1ccc([N+](=O)[O-])cc1 (stereo not given in full),.,.,3%,-4%,3%,0%,-2%,-6%
CCOC(=O)c1c(C)sc(-c2c(-c3cc(C)ccc3C)[nH]c3c2c(=O)[nH]c(=O)n3C)c1O,?,.,7%,.,-1%,.,9%,.

# Random excerpt: two compounds from above.
Compound,Tau fibril ThT,L3MBTL1 block,TRb-SRC2 inh,GoLoco inh red,Tau FP inhib,RECQ1 inh,TexasRed fluor,JMJD2E inh
CCOC(=O)C1CCN(C(=O)COc2ccc(Br)cc2Br)CC1,-6%,9%,12%,6%,4%,14%,0%,0%
Cc1cc(=O)n(CC(=O)Nc2ccc([N+](=O)[O-])cc2)c(-n2nc(C)cc2C)n1,?,.,-10%,.,-13%,.,0%,.

# High-throughput results (PubChem BioAssay)
